Mtb RmlCD inh: inhibitors of Mycobacterium tuberculosis RmlC and RmlD coupled enzymes | RmlC+RmlD coupled enzyme assay, percent inhibition; primary screen in compound mixtures | inhibition, % at 3.6 µM | P9WH09+P9WH11 | 0.03% of 160,000 active; in the data active = inhibition mostly above about 34%, no sharp cut-off; inconclusive = no clear call, values can overlap the other calls; inactive = mostly below about 22%; note: some results filed as inactive read as strong as hits
Target sequence (P9WH09 whole entry, looked up): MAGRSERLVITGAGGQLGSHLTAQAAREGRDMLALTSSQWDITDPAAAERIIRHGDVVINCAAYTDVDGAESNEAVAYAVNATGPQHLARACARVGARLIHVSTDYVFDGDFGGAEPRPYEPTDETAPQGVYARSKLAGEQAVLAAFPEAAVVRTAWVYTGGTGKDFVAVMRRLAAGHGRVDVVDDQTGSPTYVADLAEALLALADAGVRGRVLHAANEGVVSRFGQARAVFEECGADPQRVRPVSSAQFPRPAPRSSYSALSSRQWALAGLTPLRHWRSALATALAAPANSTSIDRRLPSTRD
Target sequence (P9WH11 whole entry, looked up): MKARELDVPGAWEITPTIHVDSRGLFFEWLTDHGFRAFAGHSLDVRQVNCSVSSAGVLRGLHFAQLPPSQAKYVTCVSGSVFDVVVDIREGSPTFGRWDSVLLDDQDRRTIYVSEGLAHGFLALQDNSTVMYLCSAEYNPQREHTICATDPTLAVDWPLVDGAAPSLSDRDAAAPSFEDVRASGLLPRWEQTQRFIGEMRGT
GlmU inhibition: inhibition of mycobacterial GlmU enzyme – biochemical, glucosamine-1-phosphate acetyltransferase (AID 1376). M. tuberculosis GlmU acetyltransferase enzyme assay; higher % means a stronger effect. inhibition, %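 (tested at 30 µM in the primary screen)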, or IC50 in µM where a hit was titrated. 0.25% of 220,000 active; in the data active = inhibition above about 13%; inconclusive = no clear call, values can overlap the other calls;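 note: 0% = complete reaction with vehicle and 100% = reaction without substrate; strong numbers were not always called active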
Active calls of the source: *; i = inactive; ? = inconclusive; · = not tested or not shown. An excerpt; count on the stated rates, not on these rows.

SMILES	Mtb RmlCD inh	GlmU inhibition
CC(CN1CCOCC1)OC(=O)c1ccc(Br)cc1 (centres undefined)	11.7	-0.8%
COc1ccccc1C(=O)C1CCCN(C(=O)c2ccccn2)C1 (centres undefined)	·	1.9%
O=C1c2ccccc2-c2c1cccc2C(=O)N(CCO)CCO	0.1	-4.3%
Cc1cccc(NC(=O)C2C(c3ccccc3)C2(Cl)Cl)c1C (centres undefined)	·	-0.4%
CCOc1ccc(C(=O)NCC(=O)OCC(=O)Nc2ccc(C)c(S(=O)(=O)N(C)C)c2)cc1	0.2	-3.1%
CCOC(=O)c1c(-c2ccc(C)cc2)csc1NC(=O)C1CCCO1 (centres undefined)	-7.0	-3.1%
Cc1nnc(C)c2c(C)n(C(C)c3ccccc3)c(C)c12 (centres undefined)	-5.8	-7.8%
O=C(CSc1ccc(-c2ccccn2)nn1)N1CCCC1	11.3	-5.0%
CS(=O)(=O)N(CC(=O)N1CCCCC1)c1ccc2c(c1)OCO2	-8.9	4.2%
COC(=O)CSc1nnc(CNC(=O)c2ccccc2F)n1-c1ccc(F)cc1	-1.5	3.0%
Cc1ccc(C(=O)c2ccc(O)cc2)cc1C	-1.8	-2.4%
Cc1ccc(S(=O)(=O)N2CCN(C(=O)C3CCCCC3)CC2)cc1	-6.6	-1.7%
O=C(O)CSc1ncnc2sc3c(c12)CCCC3	6.0	-4.0%
CCCCn1c(=O)c(C=Nc2cc([N+](=O)[O-])ccc2OC)c(O)n(CCCCl)c1=O	-11.5	6.4%
Cc1ccc(S(=O)(=O)N2CCN(c3nc(C(C)C)c4c(c3C#N)CC(C)(C)OC4)CC2)cc1	?	-6.3%
Cc1ccc(C(=O)OCC(=O)NCCC2=CCCCC2)s1	-7.5	1.9%
CCCCC(=O)NCc1ccccc1Cl	9.0	-2.3%
Cc1cccc(-[n+]2c(-c3cccc(Br)c3)[nH]c3nc4ccccc4nc32)c1	-15.9	-1.5%
O=C(N/N=C/C=C/c1ccccc1)c1cnccn1	2.7	3.4%
COc1nc2ccc(C)cc2cc1-c1noc(-c2cccnc2)n1	·	-3.9%
CCOC(=O)N1CCC(NS(=O)(=O)c2ccccc2)CC1	37.1	-1.7%
CCn1c(NCc2ccc3c(c2)OCO3)nc2ccccc21	81.9	0.4%
O=[N+]([O-])c1cccnc1SCc1c(F)cccc1Cl	-2.4	3.9%
COc1ccc(N=Cc2cc(Cl)ccc2O)cc1Cl	·	-2.0%
Cn1c(=O)c2c(SCC(=O)c3ccccc3)nc(C3CC3)nc2n(C)c1=O	0.7	-0.2%
Cc1ccc(CNC(=O)Cc2ccc(-c3ccccc3)cc2)cc1	-2.8	0.9%
O=C1c2cccc3cc([N+](=O)[O-])cc(c23)C(=O)N1CCN1CCCC1	-4.3	1.4%
O=C(Nc1ccccc1C(=O)NC(Cc1c[nH]c2ccccc12)C(=O)O)c1ccco1 (centres undefined)	7.7	3.4%
CCCc1nnc(SCC(=O)N2C(C)CCCC2C)n1CCCOC (centres undefined)	·	6.9%
Cc1c(NC(=O)C2CCCN2S(=O)(=O)c2ccccc2)c(=O)n(-c2ccccc2)n1C (centres undefined)	-0.1	1.7%
COC(=O)c1ccc(C)c(NC(=O)CCSc2ccccc2)c1	·	0.9%
Cc1sc2c3ccsc3ccc2[n+]1C	7.2	-3.6%
CN1CCN(c2ccc(-c3ccc4ccccc4n3)cc2)CC1	-4.0	-4.1%
COC(=O)C1CCN(C(=O)c2ccc(Cl)c(S(=O)(=O)NCc3cccnc3)c2)CC1	0.9	-3.2%
CC(C)C(C(=O)Nc1ccc2c(c1)OCO2)N1C(=O)c2ccccc2C1=O (centres undefined)	0.4	0.1%
Cc1ccc(NC(=O)C2CCN(S(C)(=O)=O)CC2)cc1	·	-2.7%
COc1ccccc1S(=O)(=O)Cc1ccc(C(=O)NCc2cccs2)o1	-6.4	9.4%
CCCCc1c(O)nc(SCCN(C)C)n(-c2ccccc2)c1=O	·	1.1%
CC(C)(C)c1nnc(NC(=O)c2cc(-c3ccccc3)nc3ccccc23)s1	-11.4	-2.7%
CN1CCCC(OC(=O)CCCC(=O)OC2CCCN(C)C2)C1 (centres undefined)	8.2	0.8%

Some of the entries above, set out differently.
Molecule | Mtb RmlCD inh | GlmU inhibition
O=C(CSc1ccc(-c2ccccn2)nn1)N1CCCC1 | 11.3 | -5.0%
CCCCc1c(O)nc(SCCN(C)C)n(-c2ccccc2)c1=O | · | 1.1%
CCCc1nnc(SCC(=O)N2C(C)CCCC2C)n1CCCOC (centres undefined) | · | 6.9%

Later entries
SMILES	Mtb RmlCD inh	GlmU inhibition
COCCN(C(=S)Nc1ccc(C)c(C)c1)C(C)c1ccco1 (centres undefined)	-10.1	6.9%
Cc1ccc2nc3ccc(N4CCCCCCC4)nn3c(=O)c2c1	·	1.4%
CC(=O)N1CCc2cc(S(=O)(=O)CCC(=O)Nc3c(C)n(C)n(-c4ccccc4)c3=O)ccc21	-176.9	0.6%
CN(C)S(=O)(=O)c1cc(NC(=O)COC(=O)C2CSC3(C)CCC(=O)N23)ccc1Cl (centres undefined)	6.6	-3.9%
Cn1c(SCC(=O)c2ccccc2F)nnc1C1CC1	·	1.7%
Nn1c(SCC(=O)Nc2ccc3c(c2)OCO3)nnc1C(F)(F)F	·	2.5%
COc1cc(CNc2ncnc3c2[nH]c2ccc(C)cc23)cc(OC)c1	10.3	1.2%
COc1ccc(Nc2nc3c(c(=O)n(C)c(=O)n3C)n2CCO)cc1	-4.3	4.2%
NC(=O)c1cc(-c2ccncc2)nc2ccc(Cl)cc12	·	-1.1%
CCN(CC)C(=O)/C(=C\c1ccc(Br)cc1)NC(=O)c1ccccc1OC	-4.1	0.9%
CC(=NC1CCN(Cc2ccccc2)CC1)c1c(O)[nH]c(=O)[nH]c1=O	4.9	-1.2%
COc1ccc(N(CC(=O)N2CCc3ccccc3C2)S(=O)(=O)c2ccccc2)cc1	-8.1	3.4%
COc1ccc(-n2c(C)nc3c(cnn3-c3ccccc3)c2=O)cc1	·	-8.0%
COc1ccccc1N/C=C(\C#N)c1nc2ccccc2[nH]1	8.5	1.9%
O=C1CCc2cc(S(=O)(=O)NC(Cc3ccccc3)C(=O)NC3CCCC3)ccc2N1 (centres undefined)	3.9	2.0%
CN(C)c1ccc(CN2CCCCCC2)cc1	-8.9	-1.3%
CC(C)CC(NC(=O)C1CCC(C)CC1)C(=O)Nc1ccccn1 (centres undefined)	4.2	6.3%
CSc1ncccc1C(=O)OCC(=O)NC(C)C	-9.3	5.3%
COc1ccc(-c2nnn(CCc3nn[nH]n3)n2)cc1OC	-13.6	-2.7%
COc1cccc(C(=O)N(CN2CCCC2=O)c2cccc(Cl)c2)c1	22.6	1.4%
Cc1ccc(/C([O-])=C(/C(=S)NCc2ccco2)[n+]2ccccc2)cc1	5.0	2.7%
Cc1ccc(NC(=O)N2CCCC(C(=O)O)C2)cc1 (centres undefined)	·	-2.0%
COCCN1Cc2cccc(C(=O)Nc3ccc(C)cc3)c2C1=O	-8.3	0.6%
Cn1c(O)c(N=NC(=N)N)c2ccccc21	·	-5.0%
CC1=Nn2c(nnc2-c2ccccc2Cl)SC1	-4.8	-1.5%
CCOC(=O)c1c(NC(=O)CSc2nc3nc(C)cc(C)n3n2)sc(CC)c1C	4.4	-1.6%
NS(=O)(=O)c1ccc(NC(=O)NC2CCCCC2)cc1	6.3	·
CCOC(=O)C1(Cc2cccc(OC)c2)CCN(C2CCOCC2)CC1	3.0	-3.9%
COCCn1c(N/N=C(C)/C=C/c2ccccc2)nc2c1c(=O)[nH]c(=O)n2C	9.4	-9.1%
C#CCNC(=O)C1=C[C@H](c2coc3ccccc3c2=O)C[C@H](OCc2ccc(CO)cc2)O1	·	-1.1%
O=C(c1ccccc1)c1c[nH]c(C(=O)NNc2ccccc2)c1	-5.6	2.4%
O=C(O)C(CCCCN1C(=O)C2C3C=CC(C3)C2C1=O)N1C(=O)C2C3C=CC(C3)C2C1=O (centres undefined)	26.2	-4.8%
Cc1ccc(CN(Cc2cccnc2)C(=S)Nc2cc(Cl)ccc2C)cc1	-5.3	-1.9%
COc1ccc(/C=C2\SC(=O)N(CC(=O)NNC(=O)c3ccccc3O)C2=O)cc1OC	13.0	13.8%*
O=C1COc2ccc(C(=O)CSc3nnc(-c4cccs4)n3Cc3ccccc3)cc2N1	·	-3.8%
C(=C\c1nc(-c2ccccc2)no1)/c1ccccc1	-11.1	5.5%
COCCCNc1ncnc2c1sc1nc(-c3ccco3)c3c(c12)CC(C)(C)OC3	-10.3	-4.4%
CCOC(=O)c1ccc(NC(=O)CN2C(=O)CSC(C)C2=O)cc1 (centres undefined)	5.5	7.7%
COCCN(C(=O)Cn1nnc2ccccc21)C(C(=O)NC1CCCC1)c1ccc(OC)cc1OC (centres undefined)	·	2.4%
O=C(C[n+]1cc(-c2ccccc2)n2c1CCC2)N1c2ccccc2Sc2ccccc21	3.0	-0.4%

The last 5 compounds of the part before are carried over, then new ones follow.
SMILES	Mtb RmlCD inh	GlmU inhibition
C(=C\c1nc(-c2ccccc2)no1)/c1ccccc1	-11.1	5.5%
COCCCNc1ncnc2c1sc1nc(-c3ccco3)c3c(c12)CC(C)(C)OC3	-10.3	-4.4%
CCOC(=O)c1ccc(NC(=O)CN2C(=O)CSC(C)C2=O)cc1 (centres undefined)	5.5	7.7%
COCCN(C(=O)Cn1nnc2ccccc21)C(C(=O)NC1CCCC1)c1ccc(OC)cc1OC (centres undefined)	·	2.4%
O=C(C[n+]1cc(-c2ccccc2)n2c1CCC2)N1c2ccccc2Sc2ccccc21	3.0	-0.4%
C/C(Cl)=C/CSc1nc2c(c(=O)[nH]c(=O)n2C)n1C(C)C	·	-4.7%
Cc1ccc(CNc2ccc3c(c2)ncn3C(C)C)cc1	13.8	5.5%
O=C(Nc1ccc(N2CCOCC2)c(Cl)c1)c1cc(F)c(F)cc1Cl	33.3	5.2%
Nc1nc2c([N+](=O)[O-])cccc2s1	-4.5	-1.4%
CCc1ccc(S(=O)(=O)NC(CC(=O)O)c2ccccc2)cc1 (centres undefined)	9.9	4.8%
CCOC(=O)C1CCN(C(=O)CN(c2cccc(OC)c2)S(=O)(=O)c2ccccc2)CC1	4.5	-2.8%
O=C(COC(=O)/C=C/c1ccccc1)NCc1ccccc1Cl	8.8	7.9%
O=C(Cc1cccs1)N/N=C/C=C\c1ccccc1[N+](=O)[O-]	5.7	1.1%
COc1cc(OC)cc(-n2nc(C(=O)N3CC(C)CC(C)C3)c3ccccc3c2=O)c1 (centres undefined)	·	-1.3%
Cc1ccc(S(=O)(=O)CCC(=O)OCc2ccc(Cl)c(Cl)c2)cc1	3.2	-0.5%
O=C(CSc1ccc2ccccc2c1)NCCc1ccc(O)c(O)c1	0.5	0.7%
CC(C)(C)C1CCc2c(sc(NC(=O)c3cc(C4CC4)on3)c2C#N)C1 (centres undefined)	-9.2	-2.3%
O=c1[nH]c(O)c(/C=C2\C=Nc3ccccc32)[nH]1	-8.9	0.4%
O=c1[nH]c(=O)n(Cc2ccccc2)c2nc(-c3cccs3)n(CCO)c12	8.2	2.2%
CCCCN1C(N)=NC[C@@H]1CCCCN	·	-1.5%
Cc1nc(/C(N)=N/OC(=O)c2ccccc2Cl)c(C(F)(F)F)o1	-3.0	·
Cc1ccc2c3c1C(=O)C(=O)N3C(C)(C)CC2C (centres undefined)	72.8	-1.1%
Cc1cccc(N(CC(=O)N/N=C/c2ccccc2C(=O)O)S(C)(=O)=O)c1C	-7.8	-1.6%
O=C(Cc1c(F)cccc1Cl)N(Cc1ccccc1)c1ccccn1	-2.9	1.2%
COc1cc(C#CC#CCN2CCCCC2)ccc1O	7.2	-1.1%

Two neighbouring records out of the list so far, quoted:
SMILES	Mtb RmlCD inh	GlmU inhibition
O=C(Cc1c(F)cccc1Cl)N(Cc1ccccc1)c1ccccn1	-2.9	1.2%
COc1cc(C#CC#CCN2CCCCC2)ccc1O	7.2	-1.1%

More records follow:
SMILES	Mtb RmlCD inh	GlmU inhibition
Cn1c(CC(=O)Nc2ccccc2)nnc1SCCOc1ccccc1	7.4	-1.9%
CCOC(=O)C1CCCN(Cc2ccccc2OCC)C1 (centres undefined)	8.7	-6.6%
CCS(=O)(=O)N1CCC(C(=O)NCCCN2CCCCCC2)CC1	5.2	-12.0%
N=C1C(c2nc3ccccc3s2)=C(O)CN1C1CCCCC1	7.1	0.0%
CN1OC(CC(=O)O)N(c2ccc(Cl)cc2)C1=O (centres undefined)	8.6	-3.6%
CCOC(=O)C1CCN(C(=O)c2cc(C(C)(C)C)nn2Cc2ccccc2)CC1	5.0	-2.8%
COc1ccc(C(C(=O)OCCN(C)C)c2ccccc2)cc1 (centres undefined)	·	-0.9%
COc1ccc(-n2c(=O)c3ccccc3n(CC(=O)NC3CCCCC3)c2=O)cc1OC	0.7	-5.4%
CCOC(=O)c1cnn(C(=O)c2ccccc2)c1N	·	-7.8%
CCOC(=O)CNC(=O)C(Cc1ccccc1)NC(=O)OCc1ccccc1 (centres undefined)	2.3	2.0%
O=C(Oc1ccc(OC(=O)N2CCOCC2)cc1)c1ccccc1	·	0.3%
CC1=C(C(=O)OCc2ccccc2)C(c2ccoc2)C(C#N)=C(N)O1 (centres undefined)	-28.1	1.2%
Cc1cccnc1N(C(=O)Nc1ccccc1)C1=NCC(C)(C)S1	·	-0.9%
COc1cc(C(=O)NCC2(N3CCCCC3)CCCCC2)ccc1OCC(=O)N1CCOCC1	·	-9.9%
CCOC(=O)NCc1ccc(S(=O)(=O)Nc2c(C)cccc2C)cc1	1.4	-2.1%
COc1ccccc1NC(=O)N(Cc1ccco1)Cc1cc2ccc(C)c(C)c2[nH]c1=O	i	-1.0%
CCn1c(CNc2ccc(F)cc2)nnc1SCC(=O)Nc1ccccc1OC	·	0.8%
O=C(c1ccc(CS(=O)(=O)c2cccc(C(F)(F)F)c2)o1)N1CCN(c2ccccn2)CC1	-7.9	1.2%

High-throughput results as filed in PubChem BioAssay.
